# Source: PubChem (several laboratories)
# MEKK2 WT-MEK5 = raises or lowers MEK5 binding to wildtype human MEKK2 PB1 domain; bead flow cytometry, Alexa488-MEK5 binding to MEKK2 WT; actives lie on both sides; binding response (% of control), % at 10 µM; actives 1.1% (n = 290,000); AID 1531; in the data active means binding response below about 67% or above about 130%
# MEKK2 mut-MEK5 = signal of MEK5 binding to mutant human MEKK2 PB1 domain. bead flow cytometry, Alexa488-MEK5 binding to MEKK2 mutant. percent response, % at 10 µM. actives 0.35% (n = 290,000). AID 1530; in the data active means percent response above about 24%, passing the limit was not always enough; further: inactives centre near 1; some results filed as inactive read as strong as hits
# NALP1 yeast inh = inhibitors of NALP1 inflammasome in yeast. S. cerevisiae NALP1/ASC/caspase-1 growth, X-gal OD620, 72 h. inhibition, % at 10 µM. actives 0.61% (n = 280,000). AID 2071; in the data active means inhibition mostly above about 24%, no sharp cut-off; inactive means mostly below about 32%; further: some compounds called inactive have numbers as strong as hits
# V1aR counter = V1a receptor agonism, counter-screen for OXTR agonists | P37288 | CHO-V1R cells, Fluo-8 calcium fluorescence, agonist mode; 0% DMSO, 100% 3 nM vasopressin | activation, % at 3 µM | actives 0.25% (n = 320,000);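 active means activation above the mean activation of all tested compounds plus 3 SD, per screening run, cut at about 20% in these data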;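 further: signal is peak over basal fluorescence ratio across a 100 second FLIPR read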
# Target sequence (P37288 whole entry, looked up): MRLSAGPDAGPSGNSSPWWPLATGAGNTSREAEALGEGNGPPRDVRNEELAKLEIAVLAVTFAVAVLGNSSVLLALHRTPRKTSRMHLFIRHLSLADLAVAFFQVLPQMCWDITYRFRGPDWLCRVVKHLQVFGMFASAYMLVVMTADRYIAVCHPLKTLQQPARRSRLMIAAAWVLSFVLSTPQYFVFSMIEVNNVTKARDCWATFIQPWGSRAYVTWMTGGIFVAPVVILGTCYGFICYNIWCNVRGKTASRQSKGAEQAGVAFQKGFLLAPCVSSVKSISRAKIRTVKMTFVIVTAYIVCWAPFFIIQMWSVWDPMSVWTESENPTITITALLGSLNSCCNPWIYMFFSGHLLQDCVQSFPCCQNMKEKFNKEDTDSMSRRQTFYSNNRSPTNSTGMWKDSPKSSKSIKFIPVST
# OXTR potentiator = potentiates the human oxytocin receptor response. P30559. CHO-OTR cells, Fluo-8 calcium fluorescence, potentiator mode; 0% = oxytocin EC15, 100% = EC100. activation, % at 3 µM. actives 0.061% (n = 320,000). AID 2445;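 active means activation above that plate's cutoff, the mean activation of tested compounds plus 3 SD, cut at about 6.6% in these data, passing the limit was not always enough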;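 further: 100% uses oxytocin at 75 nM as the full agonist control; some results filed as inactive read as strong as hits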
#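 Material: human OTR in CHO cells. Compound: 3.0 µM, one dose. Timing: compound 6 min at room temperature before oxytocin, 100 s read. Evaluation: % activation of max/min ratio relative to oxytocin controls. Replication: single well per compound, singlicate. Signal: Fluo-8 calcium dye fluorescence.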
# PfM18AAP inh = blocks P. falciparum M18 aspartyl aminopeptidase. recombinant PfM18AAP, H-Glu-NHMec fluorogenic cleavage. inhibition, % at 7.35 µM. actives 1.2% (n = 290,000). AID 1822;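 active means inhibition above the campaign mean inhibition over all tested compounds plus 3 SD, cut at about 28% in these data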;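 further: 0% = plate median of test compound wells and 100% = 2 mM ZnCl2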
# OXTR ag = activates the human oxytocin receptor. P30559. CHO-OTR cells, Fluo-8 calcium fluorescence; normalized: DMSO 0%, oxytocin 100%. activation, % at 3 µM. AID 2435. actives 0.32% (n = 320,000);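 active means activation above the mean of all tested compounds plus 3 SD, cutoff set per screening run, cut at about 20% in these data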;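 further: peak over basal fluorescence ratio from a 100 s FLIPR kinetic read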
# GPR7 antag = human neuropeptides B/W receptor 1 antagonism | AID 1861 | inhibition, % at 4.4 µM | GPR7-expressing cells, fluorescence antagonist assay | actives 1.1% (n = 290,000) | P48145; in the data active means inhibition above about 16%, passing the limit was not always enough;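 further: cells stimulated with the agonist NPW; 0% = agonist with vehicle and 100% = vehicle without agonist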
# Target sequence (P48145 whole entry, looked up): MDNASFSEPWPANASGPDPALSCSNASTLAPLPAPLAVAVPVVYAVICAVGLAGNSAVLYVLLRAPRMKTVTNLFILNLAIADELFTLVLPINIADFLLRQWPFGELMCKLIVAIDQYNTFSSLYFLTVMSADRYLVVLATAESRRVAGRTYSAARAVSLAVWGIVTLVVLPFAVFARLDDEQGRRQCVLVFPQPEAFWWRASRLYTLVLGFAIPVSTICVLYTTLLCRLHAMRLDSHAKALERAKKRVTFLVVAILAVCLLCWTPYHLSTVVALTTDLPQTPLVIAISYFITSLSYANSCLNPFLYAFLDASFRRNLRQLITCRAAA
# GalR3 antag = blocks the human galanin receptor 3 | O60755 | HEK293 GalR3-CNG cAMP membrane potential fluorescence; galR3 body fused to GalR1 C-terminus | inhibition, % at 3 µM | actives 0.44% (n = 360,000);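 active means inhibition above the screen-wide average plus 3 SD, cut at about 13% in these data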;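 further: forskolin and galanin both at EC90 stimulate the cells; cAMP rise reported by CNG channel membrane potential dye signal; 0% = forskolin plus galanin with DMSO and 100% = forskolin alone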
# Numbers without * were called inactive; . = no result given. Compounds were not picked by outcome; any-hit rate near 4.1%.
SMILES,MEKK2 WT-MEK5,MEKK2 mut-MEK5,NALP1 yeast inh,V1aR counter,OXTR potentiator,PfM18AAP inh,OXTR ag,GPR7 antag,GalR3 antag
CCCCC(=O)NS(=O)(=O)c1ccc(NS(C)(=O)=O)cc1,101.0,-2.0,14.9,1.2,-0.5,-6.0,1.2,-8.8,-0.6
Cc1cccc(NC(=O)NCCc2ccc(Cl)cc2)c1,93.0,-7.0,27.0,0.2,-13.1,-3.5,-0.1,-11.3,-8.4
CCOC(=O)Cc1csc(SCC(=O)NC2CCS(=O)(=O)C2)n1 (stereo unspecified),.,.,.,-0.2,-0.9,.,0.2,.,-1.0
CC(Sc1ccccc1)C(=O)NCCc1ccccc1 (stereo unspecified),108.0,14.0,1.2,0.2,-4.7,1.4,-1.9,-19.2,-7.9
Clc1ccc(Oc2nc(N3CCOCC3)nc(N3CCOCC3)n2)cc1,100.0,7.0,6.2,-0.2,0.0,-6.6,0.1,14.3,-1.7
COc1ccc(N=Nc2nc3cc(Br)c(Br)cc3n2C)c(OC)c1,98.0,0.0,21.5,6.6,-7.1,8.5,10.0,-3.9,10.1
Cc1c(-c2ccccc2)[n+](=O)c2c(n1[O-])CCCC2,96.0,-3.0,-20.0,0.6,-0.5,-8.1,0.2,-4.0,-3.2
O=C(Cc1ccc(Cl)cc1)Nc1ccccc1C(=O)N1CCCCC1,104.0,4.0,-18.7,3.1,-3.7,4.4,1.5,-3.8,-1.9
Nc1ccc(CCC(=O)N2CCCC2)cc1,110.0,8.0,2.3,.,.,-1.5,.,-8.9,-9.0
O=C(Cn1cnc2c(cnn2-c2ccccc2)c1=O)Nc1cc(S(=O)(=O)N2CCOCC2)ccc1Cl,87.0,-4.0,12.3,0.6,-16.5,-13.9,-0.3,-1.5,-3.6
Cn1cnnc1SCC(C)(C)NS(=O)(=O)c1ccc(Cl)cc1,91.0,-7.0,17.5,2.0,2.4,1.0,0.5,0.9,-0.7
CCC(=O)Nc1ccc2c(c1)nc1n2CCN(C2CCCCC2)C1,88.0,-8.0,1.3,2.2,-15.7,0.4,0.7,2.1,-3.7
COc1ccc(Oc2cn[nH]c2-c2ccc(OC)cc2O)cc1,98.0,1.0,5.1,2.2,-13.2,8.9,0.5,-6.6,-10.9
COc1ccc(CCNC(=O)c2ccc3c(c2)NC(=O)C(N2CCOCC2)S3)cc1OC (stereo unspecified),101.0,4.0,-2.9,0.5,-12.6,8.8,0.4,-9.0,-1.1
CN(C)c1cc(Nc2ccc(O)cc2)c([N+](=O)[O-])c2nonc12,113.0,25.0,.,1.4,1.1,3.2,2.2,-22.0,5.0
CSc1ccc(/C=N/n2c(C3CCCCC3)n[nH]c2=S)cc1,93.0,-1.0,-1.6,-1.0,-2.7,7.1,-1.1,-28.8,-11.6
COC(=O)c1cc(NC(=O)c2cccs2)ccc1N1CCOCC1,97.0,-10.0,10.1,0.8,-1.4,2.5,-0.4,-4.2,-3.5
CN(C)C(=O)c1c2c(nc3ccccc13)CCCC2,97.0,-6.0,9.5,1.0,-3.7,-0.8,0.1,-6.0,-4.5
O=C(NCCCN1CCc2ccccc2C1)C1CCN(S(=O)(=O)N2CCCC2)CC1,107.0,-1.0,14.5,-1.1,-1.9,-2.1,-0.7,-9.7,-4.5
CCc1ccc(NC(=S)N2CCCC(C(F)(F)F)C2)cc1 (stereo unspecified),105.0,3.0,7.6,1.2,2.9,-6.3,-0.1,-12.0,-2.1
Cc1cccc(OCC(=O)Nc2ccc(S(=O)(=O)N3CCN(C)CC3)cc2)c1,104.0,14.0,11.7,3.2,-1.9,0.4,2.8,-10.1,-2.0
COc1cccc(-c2cc(-c3cccnc3)c(C#N)c(N)n2)c1,99.0,-1.0,.,-0.1,-6.2,-2.6,1.2,-10.7,2.5
Cc1ccccc1SCC(=O)OCC(=O)Nc1ccc(N(C)C)cc1,97.0,-2.0,-0.7,0.3,-7.5,-10.5,0.4,2.8,-4.4
CCOC(=O)CN1C(=O)N[C@@H](CCc2ccccc2)[C@@H](C(=O)OC)[C@H]1C,101.0,0.0,.,0.8,-6.2,.,-1.1,.,-2.9
CCN1C(=NCc2cc(OC)c(OC)c(OC)c2)N[C@@H](c2ccccc2)[C@H](C(=O)OC)[C@H]1C,97.0,1.0,1.0,0.6,-5.1,-1.6,0.2,-1.6,.
CCOc1ccc(-c2c(C(=O)N/N=C/c3ccsc3)nnn2-c2nonc2N)cc1,97.0,3.0,12.5,20.9*,-9.4,-1.6,29.1*,-15.8,-6.6
COc1ccc(C(=O)OCN2C(=O)c3ccccc3C2=O)cc1,85.0,-9.0,6.9,0.7,-10.8,-1.3,-0.3,4.6,-7.3
O=C(Nc1cccc2c1CCCC2)c1ccccc1F,100.0,-2.0,7.9,-1.0,9.6,-6.8,-1.9,1.0,2.7
Cc1c(C(=O)C(=O)N2CCN(C)CC2)c2ccccc2n1C,113.0,1.0,9.5,-0.2,1.0,-5.8,0.9,-3.3,-2.5
O=C(CSc1ccc2ccccc2c1)NCCCN1CCCC1=O,96.0,-4.0,-5.7,0.3,3.6,10.3,0.0,1.5,-2.2
COc1ccc(C(=O)NC(C(=O)N2CCN(c3ccccc3O)CC2)C(C)C)cc1 (stereo unspecified),100.0,2.0,2.9,-0.1,-0.8,12.0,-0.3,-16.4,-1.0
O=C1C(=O)N(Cc2cccnc2)C(c2ccccn2)/C1=C(/O)c1ccccc1 (stereo unspecified),105.0,0.0,20.5,1.4,-13.4,2.3,-0.2,8.9,-2.0
O=C(CCN1CCOCC1)Nc1cc(C(=O)Nc2ccccc2F)ccc1N1CC2CC(C1)c1cccc(=O)n1C2 (stereo unspecified),99.0,1.0,22.5,0.9,2.4,-9.1,1.0,-5.2,-5.1
Cc1ccc(S(=O)(=O)Nc2ccc(-n3c(C)nc4ccccc4c3=O)cc2)cc1,.,.,.,0.1,2.6,.,1.1,.,2.0
Cc1ccc(-c2noc(CSc3nnc(Cc4ccccc4)n3-c3cccc(C)c3)n2)cc1,102.0,3.0,4.5,2.8,-1.5,-4.6,1.9,12.1,-6.5
CC(C)CC(=O)N1CCN(Cc2ccc(C(F)(F)F)cc2)CC1,104.0,1.0,4.3,2.8,-1.3,-0.6,0.6,-2.3,-10.6
COc1ccc(-c2nnc(SCCC(=O)O)n2-c2ccccc2)cc1OC,100.0,6.0,3.2,0.4,-0.9,-0.1,0.3,-4.9,-4.6
COc1ccc(C2(C(N)=O)CCCCC2)cc1OC,101.0,0.0,7.9,1.1,-10.7,-10.8,0.7,-11.9,-2.3
COc1cccc(/C=C/C(=C2/C(=O)N(c3ccccc3)N=C2C)c2ccc(C)cc2)c1OC,96.0,1.0,5.1,0.1,-5.4,-9.8,-0.8,-8.1,-3.7
COc1ccc(NC(=O)/C(C#N)=C/c2ncc([N+](=O)[O-])n2C)c(OC)c1,107.0,1.0,.,-0.2,-7.6,1.4,-0.9,3.2,6.2
COc1ccc(-n2nc3c(c2NC(=O)C2CC(=O)N(c4ccccc4)C2)CS(=O)(=O)C3)cc1 (stereo unspecified),105.0,0.0,19.7,-0.9,-4.3,0.5,-0.4,-6.3,-1.3
Cc1ccc(S(=O)(=O)N2CCOCC2)cc1NC(=O)CNCC1CCCCC1,103.0,1.0,-1.2,-0.1,-7.8,-1.7,2.3,-12.7,-1.9
CC1Cc2ccccc2N1S(=O)(=O)c1cnc(Cl)c(Cl)c1 (stereo unspecified),94.0,-3.0,9.6,-0.6,-12.9,-5.0,-2.2,4.6,-7.4
Cc1cccn2c(N)c(-c3ccccc3)nc12,92.0,4.0,.,0.9,-5.1,11.2,0.7,-5.4,-4.8
CCc1ccccc1NC(=O)N1CCCC(CCC(=O)N(C)CCc2ccccn2)C1 (stereo unspecified),93.0,-7.0,3.5,-0.4,2.1,1.6,-0.6,-9.1,-4.6
S=C(Nc1ccccc1Cl)Nc1ccc(Cl)cc1Cl,101.0,6.0,25.0,1.2,-1.7,2.9,-0.5,5.0,-2.1
COc1ccc(S(=O)(=O)Nc2ccccc2OC)cc1NC(=O)c1cc2ccccc2oc1=O,115.0,17.0,33.6,0.1,-5.2,-10.2,-0.3,2.8,-0.1
O=C(CSc1nnc(C2CC2)n1Cc1ccccc1)Nc1cccnc1Cl,91.0,-6.0,-14.9,-0.3,-0.5,0.3,-0.8,3.6,0.8
COc1ccc(C2c3[nH]c4ccccc4c3C[C@H]3C(=O)N(C4CCN(Cc5ccccc5)CC4)CC(=O)N23)c(OC)c1 (stereo partly specified),126.0,15.0,10.4,1.3,-15.4,-14.7,4.6,14.0,-8.4
CC1=CC2=NC(=O)/C(=C\c3cc(C)n(-c4cccc(Cl)c4)c3C)C(=N)N2O1,94.0,-1.0,23.0,0.5,-4.2,1.1,-1.2,-11.7,-8.3
O=C(Nc1cccnc1)c1ccc(Cl)cc1[N+](=O)[O-],100.0,2.0,1.7,0.9,1.8,1.5,0.0,-9.4,-4.4
O=S(=O)(NCC(c1cccnc1)N1CCN(Cc2ccccc2)CC1)c1ccc(F)cc1 (stereo unspecified),112.0,4.0,10.6,0.5,-8.2,-4.0,-0.7,-8.4,-2.0
CC(C)[C@@H](C(=O)O)N(Cc1cccc(CN([C@H](C(=O)O)C(C)C)S(C)(=O)=O)c1)S(C)(=O)=O,98.0,-3.0,-3.8,-0.1,-10.7,9.5,0.3,-6.2,3.4
Cc1nn(Cc2ccccc2)c(C)c1NC(=O)CSc1nnc(-c2cc(Cl)ccc2O)n1C,99.0,1.0,26.0,0.8,-6.6,2.7,1.9,-11.6,1.2
Cc1nn(C)c(C(=O)NNC(=O)NC2CCCCC2)c1Cl,106.0,2.0,2.6,.,.,0.6,.,-10.1,-2.1
O=C(O)CC(NNC(=O)c1ccccc1)C(=O)Nc1ccc([N+](=O)[O-])cc1 (stereo unspecified),92.0,-8.0,.,1.2,-3.6,-1.6,-0.2,-8.2,-0.6
COC(=O)[C@@H](NC(=O)O[C@@H]1C(=O)c2ccc(OC)cc2O[C@H]1c1cccc(C(F)(F)F)c1)C(C)C,99.0,-4.0,25.5,1.6,-10.9,-9.3,-2.2,-8.5,.
Cc1nnc2ccc(N3CCC4(CC3)OCCO4)nn12,93.0,4.0,.,-0.4,3.5,2.4,1.4,-11.2,0.5
Clc1ccc(-c2nc3cnccn3c2Nc2ccc3c(c2)OCO3)cc1,106.0,8.0,42.0,-0.1,-6.1,31.2*,-1.4,0.7,.
